CDK5 inh: inhibitors of human CDK5/p35 kinase, primary screen, biochemical, single concentration | Cyclin-dependent kinase 5 (Homo sapiens) + Cyclin-dependent kinase 5 activator 1 (Homo … | Recombinant CDK5/p35, ADP-Glo luminescence, 60 min | inhibition, % at 10 µM | actives 0.01% (n = 330,000) | AID 488839, 2010;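 active means highest replicate inhibition of at least 50% and at least 75% of replicates reaching 50%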;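 further: plate controls were DMSO neutral control for no effect and GW8510 at 10 µM for full effect; many of its hits are not listed in these tables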
SUMO Mot1 rescue: yeast Mot1-301 growth rescue at high temperature, primary screen, SUMOylation pathway inhibitor project, S. cerevisiae, ATP luminescence, 38.5C. growth rescue, % at 18.8 µM. actives 1% (n = 320,000). S. cerevisiae Mot1-301 growth rescue; percent above DMSO median, 100 means doubled;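 active means every valid replicate shows activation above 250% relative to neutral control wells; inactive means the rest, any valid replicate at or below 250%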;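 further: OY570 slx delta 5 strain wells were the positive control but not used for scaling; some compounds called inactive have numbers as strong as hits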
NSD2 inh: NSD2 histone methyltransferase inhibitors, primary screen, biochemical, AlphaScreen, single concentration, set 2 | AID 743445, 2014 | actives 0.54% (n = 310,000) | NSD2 peptide methylation, 120 min | inhibition, % at 12.5 µM | Histone-lysine N-methyltransferase NSD2 (Homo sapiens), O96028; in the data active means inhibition above about 50%
Rtt109 Vps75: inhibitors of C. albicans Rtt109/Vps75 HAT, primary screen, biochemical, ThioGlo CoA-SH fluorescence, plate reader | purified Rtt109/Vps75, 4 h | actives 0.16% (n = 330,000) | inhibition, % at 34.9 µM | AID 540336, 2011;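 active means inhibition of at least 50% in every replicate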
Target sequence (Q5AAJ8 whole entry, looked up): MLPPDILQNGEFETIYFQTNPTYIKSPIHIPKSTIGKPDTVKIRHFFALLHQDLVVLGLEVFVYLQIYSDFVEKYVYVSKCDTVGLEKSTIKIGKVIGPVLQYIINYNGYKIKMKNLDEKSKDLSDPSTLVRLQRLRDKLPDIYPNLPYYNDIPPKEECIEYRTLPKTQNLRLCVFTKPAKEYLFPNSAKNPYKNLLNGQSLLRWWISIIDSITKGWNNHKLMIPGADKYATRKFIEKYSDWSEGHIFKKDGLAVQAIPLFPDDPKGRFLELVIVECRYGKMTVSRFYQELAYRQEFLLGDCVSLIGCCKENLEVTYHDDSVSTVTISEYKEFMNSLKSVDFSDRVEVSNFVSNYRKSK
PfHsp90 set2: growth inhibition of PfHsp90-expressing yeast, primary screen, antimalarial PfHsp90 inhibitor project, S. cerevisiae, BacTiter-Glo luminescence, single point, set 2; actives 0.32% (n = 310,000); inhibition, % at 9.4 µM; BacTiter-Glo ATP, 48 h; yeast lacking PDR1 and PDR3 efflux regulators; AID 504621, 2011;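 active means every replicate shows inhibition above about 80%, whatever the replicate mean, limit read from the data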;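 further: 0% = DMSO neutral controls and 100% = 20 µM radicicol positive controls; yeast relying on Plasmodium falciparum Hsp90 in place of its own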
Cardiac RTF inh: cardiac RTF calcium sensitivity inhibitors, primary screen, biochemical, IANBD-TnC fluorescence, EC70 calcium. IANBD-labeled cardiac RTF, Ca2+ fluorescence. inhibition, % at 7.15 µM. actives 0.12% (n = 340,000). Troponin I, cardiac muscle (Homo sapiens) + Troponin T, cardiac muscle (Homo sapiens) + …;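 active means inhibition above the mean inhibition of all tested compounds plus 3 SD, cut at about 17% in these data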;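 further: assay run at fixed EC70 calcium of 1.6 mM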
PvdQ inh: P. aeruginosa PvdQ acylase inhibitors, primary screen, biochemical, fluorescence, plate reader and imaging, single point; PvdQ acylase [Pseudomonas aeruginosa LESB58]; purified PvdQ acylase; inhibition, % at 10 µM; actives 0.063% (n = 340,000); AID 488965, 2010; in the data active means inhibition above about 30%, passing the limit was not always enough;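 further: 0% = vehicle neutral wells and 100% = reference inhibitor wells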
cardiac RTF act: cardiac RTF calcium sensitivity activators, primary screen, biochemical, IANBD-TnC fluorescence, EC20 calcium. Troponin I, cardiac muscle (Homo sapiens) + Troponin T, cardiac muscle (Homo sapiens) + …. IANBD-labeled TnC RTF fluorescence at EC20 calcium; 0% EC20 calcium, 100% full calcium. activation, % at 7.2 µM. actives 0.24% (n = 340,000);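 active means activation above the mean over all tested compounds plus 3 SD, cut at about 30% in these data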;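 further: rise in fluorescence read as greater calcium sensitivity of cardiac thin filaments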
dFosB act: activators of delta FosB homodimer, primary screen, biochemical, fluorescence polarization, TAMRA-CDK5 oligo, single point. purified delta FosB; percent of positive-control signal above neutral wells. actives 0.99% (n = 340,000). activation, % at 25 µM. Protein FosB (Mus musculus), P13346;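 active means mean activation above about 17%, with every replicate also reaching it, limit read from the data, passing the limit was not always enough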;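 further: fluorescence polarization rise as delta FosB binds a TAMRA Cdk5 AP-1 oligo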
Target sequence (P13346 whole entry, looked up): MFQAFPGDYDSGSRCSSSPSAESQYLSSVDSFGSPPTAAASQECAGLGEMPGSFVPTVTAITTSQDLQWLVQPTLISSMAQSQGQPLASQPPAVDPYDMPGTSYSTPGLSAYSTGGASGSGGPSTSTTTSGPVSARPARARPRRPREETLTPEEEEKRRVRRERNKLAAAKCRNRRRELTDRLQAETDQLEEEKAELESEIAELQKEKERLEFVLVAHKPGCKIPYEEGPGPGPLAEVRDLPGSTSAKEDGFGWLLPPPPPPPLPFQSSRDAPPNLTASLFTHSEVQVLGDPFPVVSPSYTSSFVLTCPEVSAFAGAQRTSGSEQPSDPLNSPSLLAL
Keap1 Nrf2 FP: Keap1-Nrf2 protein-protein interaction inhibitors, primary screen, biochemical, fluorescence polarization, single point; Kelch-like ECH-associated protein 1 (Homo sapiens), Q14145; Keap1 Kelch-Nrf2 peptide fluorescence polarization, 1536-well; inhibition, % at 9.4 µM; actives 0.15% (n = 340,000); AID 504523, 2011; in the data active means inhibition above about 12%;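 further: human Keap1 Kelch domain with fluorescein labeled Nrf2 9mer peptide probe; 0% = neutral control wells and 100% = peptide positive control; higher means more block of Keap1 binding to Nrf2 peptide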
LANA DNA inh: inhibitors of KSHV C-LANA binding to DNA, primary screen, biochemical, fluorescence polarization, FAM-LBS DNA, MBP-C-LANA, single point. actives 0.078% (n = 340,000). Kaposi's sarcoma herpesvirus LANA C-terminal domain (residues 932-1162) DNA binding. AID 504423, 2011. inhibition, % at 9 µM;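 active means highest replicate inhibition at or above 60% at 9 µM, even if other replicates fall short; inactive means all replicates below 60% inhibition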;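 further: 0% = neutral control wells and 100% = 4 µM acridine orange control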
The depositor's hits bear a star.

What do the screens show for `Cc1cc2cc(C)c3nnc(SCC(=O)Nc4ccc(S(=O)(=O)N5CCCCC5)cc4)n3c2cc1C`?
CDK5 inh: 0.1; SUMO Mot1 rescue: -6; NSD2 inh: 3; Rtt109 Vps75: 13; PfHsp90 set2: -3; Cardiac RTF inh: -1; PvdQ inh: 1; cardiac RTF act: 1; dFosB act: 22*; Keap1 Nrf2 FP: -1; LANA DNA inh: -0.1

How did CC1(C)COC(c2cccc([N+](=O)[O-])c2)OC1 do in these assays?
CDK5 inh: 1.2; NSD2 inh: -6; Rtt109 Vps75: 1; PfHsp90 set2: 12; Cardiac RTF inh: 1; PvdQ inh: -4; cardiac RTF act: -3; dFosB act: 3; Keap1 Nrf2 FP: 0; LANA DNA inh: -1.3

How did COc1cccc2c1Oc1ncccc1N(C(=O)CCC(=O)NCc1ccc(C)cc1)C2 do in these assays?
CDK5 inh: 0.0; SUMO Mot1 rescue: -2; NSD2 inh: 14; Rtt109 Vps75: 19; PfHsp90 set2: 4; Cardiac RTF inh: 6; PvdQ inh: -3; cardiac RTF act: -6; dFosB act: -1; Keap1 Nrf2 FP: 0; LANA DNA inh: 1.3

What do the screens show for `Cc1cc(C)cc(OCC(=O)O/N=C(\N)c2ccccn2)c1`?
CDK5 inh: -1.0; SUMO Mot1 rescue: 1; NSD2 inh: 0; Rtt109 Vps75: -6; PfHsp90 set2: 7; Cardiac RTF inh: -7; PvdQ inh: -2; cardiac RTF act: -7; dFosB act: -9; Keap1 Nrf2 FP: -2; LANA DNA inh: -0.5

Results for O=C(CN1CCN(S(=O)(=O)c2ccc(F)cc2)CC1)c1ccc(O)c(O)c1 ?
CDK5 inh: -6.2; SUMO Mot1 rescue: -19; Rtt109 Vps75: 3; PfHsp90 set2: 14; Cardiac RTF inh: -2; PvdQ inh: -7; cardiac RTF act: 0; dFosB act: -9; Keap1 Nrf2 FP: -3; LANA DNA inh: 24

What do the screens show for `CC1CCCCN1CC(O)COc1ccc(OCC(O)CN2CCCCC2C)cc1` (centres undefined)?
CDK5 inh: -1.1; SUMO Mot1 rescue: -29; NSD2 inh: 4; Rtt109 Vps75: 0; PfHsp90 set2: 0; Cardiac RTF inh: 3; PvdQ inh: -2; cardiac RTF act: 1; dFosB act: 5; Keap1 Nrf2 FP: -5; LANA DNA inh: -3.1

What do the screens show for `COc1cccc(Nc2ccc(Nc3cccc(OC)c3)nn2)c1`?
CDK5 inh: 1.3; SUMO Mot1 rescue: -4; NSD2 inh: 29; Rtt109 Vps75: -8; PfHsp90 set2: -34; Cardiac RTF inh: 2; PvdQ inh: 14; cardiac RTF act: -5; dFosB act: -9; Keap1 Nrf2 FP: 2; LANA DNA inh: 0.3

Results for COc1ccc(CNC(=O)CSc2n[nH]c(N)n2)cc1OC ?
CDK5 inh: -1.2; SUMO Mot1 rescue: -11; NSD2 inh: -1; Rtt109 Vps75: 5; PfHsp90 set2: 20; Cardiac RTF inh: 5; PvdQ inh: -10; cardiac RTF act: -5; dFosB act: -6; Keap1 Nrf2 FP: 0; LANA DNA inh: 1.0

Results for Cc1ccc(NC(=O)COc2ccc(/C=N\NC(=O)c3cccnc3)cc2)cc1C ?
CDK5 inh: -0.4; SUMO Mot1 rescue: -1; NSD2 inh: 2; Rtt109 Vps75: 6; PfHsp90 set2: 5; Cardiac RTF inh: 4; PvdQ inh: 10; cardiac RTF act: -8; dFosB act: 83*; Keap1 Nrf2 FP: -3; LANA DNA inh: 1.4

How did CC(C)n1c(SCC(=O)Nc2ccc(F)cc2)nnc1C1CC1 do in these assays?
CDK5 inh: 4.0; SUMO Mot1 rescue: -14; NSD2 inh: -1; Rtt109 Vps75: 3; PfHsp90 set2: 17; Cardiac RTF inh: 2; PvdQ inh: 5; cardiac RTF act: 8; dFosB act: -7; Keap1 Nrf2 FP: -2; LANA DNA inh: -1.1

How did Cc1cc(NC(=O)c2ccc3c(c2)C(=O)N(Cc2cccnc2)C3=O)no1 do in these assays?
CDK5 inh: 0.6; NSD2 inh: -1; Rtt109 Vps75: 0; Cardiac RTF inh: -1; PvdQ inh: 6; cardiac RTF act: -4; dFosB act: -3; Keap1 Nrf2 FP: 3; LANA DNA inh: 1.5

How did CC(=O)c1c(C)nc2cc(Cl)ccc2c1N do in these assays?
CDK5 inh: 0.6; SUMO Mot1 rescue: 2; NSD2 inh: -1; Rtt109 Vps75: 0; PfHsp90 set2: 7; Cardiac RTF inh: 3; PvdQ inh: 8; cardiac RTF act: 2; dFosB act: -5; Keap1 Nrf2 FP: 3; LANA DNA inh: -1.7

What do the screens show for `Cc1onc(-c2ccccc2)c1C(=O)Nc1ccc(C(=O)N2CCCCC2)cc1`?
CDK5 inh: -1.5; SUMO Mot1 rescue: -1; NSD2 inh: -2; Rtt109 Vps75: 0; PfHsp90 set2: -7; Cardiac RTF inh: -2; PvdQ inh: -8; cardiac RTF act: 8; dFosB act: -10; Keap1 Nrf2 FP: -1; LANA DNA inh: 1.4

How did COc1ccc(-c2csc(NC(=O)CN3C(=O)CCC3=O)n2)c(OC)c1 do in these assays?
CDK5 inh: -1.1; SUMO Mot1 rescue: 18; NSD2 inh: 2; Rtt109 Vps75: 5; PfHsp90 set2: -9; Cardiac RTF inh: -3; PvdQ inh: 3; cardiac RTF act: 3; dFosB act: 2; Keap1 Nrf2 FP: -1; LANA DNA inh: 0.8

What do the screens show for `Cc1ccc(NC(=O)c2ccc(NCCc3ccccc3)c([N+](=O)[O-])c2)cc1F`?
CDK5 inh: 2.0; SUMO Mot1 rescue: -10; NSD2 inh: -4; Rtt109 Vps75: -1; PfHsp90 set2: 14; Cardiac RTF inh: -30; PvdQ inh: -7; cardiac RTF act: 8; dFosB act: -4; Keap1 Nrf2 FP: -7; LANA DNA inh: -1.1

How did COc1ccc(N(CC(O)Cn2c3ccccc3c3ccccc32)S(=O)(=O)c2ccccc2)cc1 (centres undefined) do in these assays?
CDK5 inh: -0.4; SUMO Mot1 rescue: 0; NSD2 inh: 1; Rtt109 Vps75: 13; PfHsp90 set2: 10; Cardiac RTF inh: -2; PvdQ inh: 11; cardiac RTF act: 1; dFosB act: -6; Keap1 Nrf2 FP: -5; LANA DNA inh: -0.4

How did CCn1c(SCC(=O)N(Cc2ccccc2)C2CCS(=O)(=O)C2)nc2ccccc2c1=O (centres undefined) do in these assays?
CDK5 inh: 0.0; SUMO Mot1 rescue: 85; NSD2 inh: -2; Rtt109 Vps75: 15; Cardiac RTF inh: -16; PvdQ inh: -9; cardiac RTF act: 9; dFosB act: -8; Keap1 Nrf2 FP: 1; LANA DNA inh: -0.3

How did Cc1cccc(OCC(=O)NCc2nc(-c3ccccc3)no2)c1 do in these assays?
CDK5 inh: 2.6; SUMO Mot1 rescue: -21; NSD2 inh: -3; Rtt109 Vps75: -4; PfHsp90 set2: -25; Cardiac RTF inh: -9; PvdQ inh: -2; cardiac RTF act: 3; dFosB act: -16; Keap1 Nrf2 FP: -2; LANA DNA inh: -0.3

Results for CS(=O)(=O)N1CCc2cc(S(=O)(=O)NCCNS(=O)(=O)c3ccc4c(c3)CCN4S(C)(=O)=O)ccc21 ?
CDK5 inh: -0.5; SUMO Mot1 rescue: 13; NSD2 inh: 1; Rtt109 Vps75: 3; PfHsp90 set2: 12; Cardiac RTF inh: -6; PvdQ inh: -2; cardiac RTF act: 13; dFosB act: -6; Keap1 Nrf2 FP: 5; LANA DNA inh: 0.9

How did CC(=O)c1ccc(N(CC(=O)NC2CCCCC2)C(=O)c2csnn2)cc1 do in these assays?
CDK5 inh: -0.2; SUMO Mot1 rescue: 6; NSD2 inh: -7; Rtt109 Vps75: -8; PfHsp90 set2: -26; Cardiac RTF inh: -10; PvdQ inh: -17; cardiac RTF act: 4; dFosB act: -1; Keap1 Nrf2 FP: -3; LANA DNA inh: 0.3

What do the screens show for `CCOC(=O)CCNC(=O)N1CCCC(C(=O)c2ccccc2SC)C1` (centres undefined)?
CDK5 inh: 1.9; SUMO Mot1 rescue: 21; NSD2 inh: -1; Rtt109 Vps75: 19; PfHsp90 set2: 35; Cardiac RTF inh: -15; PvdQ inh: 0; cardiac RTF act: -3; dFosB act: -4; Keap1 Nrf2 FP: 2; LANA DNA inh: -0.6

Results for COc1ccc(OC)c(S(=O)(=O)N2CCN(C(=O)c3ccco3)CC2)c1 ?
CDK5 inh: 0.5; SUMO Mot1 rescue: -1; NSD2 inh: -1; Rtt109 Vps75: 0; PfHsp90 set2: 2; Cardiac RTF inh: -3; PvdQ inh: -3; cardiac RTF act: -4; dFosB act: 2; Keap1 Nrf2 FP: -1; LANA DNA inh: 0.1

A draw from above in order of SMILES length, lowest first.
How did CC(=O)c1ccc(N(CC(=O)NC2CCCCC2)C(=O)c2csnn2)cc1 do in these assays?
CDK5 inh: -0.2; SUMO Mot1 rescue: 6; NSD2 inh: -7; Rtt109 Vps75: -8; PfHsp90 set2: -26; Cardiac RTF inh: -10; PvdQ inh: -17; cardiac RTF act: 4; dFosB act: -1; Keap1 Nrf2 FP: -3; LANA DNA inh: 0.3

How did Cc1cc(NC(=O)c2ccc3c(c2)C(=O)N(Cc2cccnc2)C3=O)no1 do in these assays?
CDK5 inh: 0.6; NSD2 inh: -1; Rtt109 Vps75: 0; Cardiac RTF inh: -1; PvdQ inh: 6; cardiac RTF act: -4; dFosB act: -3; Keap1 Nrf2 FP: 3; LANA DNA inh: 1.5

How did COc1ccc(N(CC(O)Cn2c3ccccc3c3ccccc32)S(=O)(=O)c2ccccc2)cc1 (centres undefined) do in these assays?
CDK5 inh: -0.4; SUMO Mot1 rescue: 0; NSD2 inh: 1; Rtt109 Vps75: 13; PfHsp90 set2: 10; Cardiac RTF inh: -2; PvdQ inh: 11; cardiac RTF act: 1; dFosB act: -6; Keap1 Nrf2 FP: -5; LANA DNA inh: -0.4
